PNC inhibitor = inhibitors of perinucleolar compartment assembly | PC3M PTB-GFP, PNC prevalence imaging, 16 h; stronger effect = lower value | activity change (PNC), negative = inhibition, % at 10 µM | hit rate 3.1% among 140,000;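 active = readout at or below -70, meaning at least 70% loss of cells showing the perinucleolar compartment, a nuclear body marking cancer cells; inconclusive = readout between -30 and a set limit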;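 note: plate controls were DMSO wells for no effect and camptothecin positive control wells for full effect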
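PC3M cells stably expressing PTB-GFP, 750–1000 cells/well, treated 16 h at 37 °C with compound (23 nl of library stock), in duplicate. After paraformaldehyde fixation and Hoechst stain, imaged at 20x; PNC prevalence scored by image analysis.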
IMPase inh = cell-permeable inhibitors of inositol monophosphatase (IMPase); AID 901; 120,000 tested, under 10 active; CHO-M1 cells, IP1 accumulation, HTRF TR-FRET ratio; inhibition (IP1 accumulation), % at 46.1 µM; active = well fitted curve in the direction sought with a large enough effect in the signal ratio, not every such curve was filed as active; inconclusive = small, poorly fitted or top-dose-only effect, or a change in a side signal; inactive = no such curve, though single readings can be large or run the other way; the % refers to the signal ratio;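 note: cells stimulated with carbachol in lithium chloride buffer; plate controls were DMSO basal wells for no effect and reference inhibitor wells for full effect; higher means more IMPase inhibition seen as more IP1 and lower FRET ratio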
Target sequence (P97697 whole entry, looked up): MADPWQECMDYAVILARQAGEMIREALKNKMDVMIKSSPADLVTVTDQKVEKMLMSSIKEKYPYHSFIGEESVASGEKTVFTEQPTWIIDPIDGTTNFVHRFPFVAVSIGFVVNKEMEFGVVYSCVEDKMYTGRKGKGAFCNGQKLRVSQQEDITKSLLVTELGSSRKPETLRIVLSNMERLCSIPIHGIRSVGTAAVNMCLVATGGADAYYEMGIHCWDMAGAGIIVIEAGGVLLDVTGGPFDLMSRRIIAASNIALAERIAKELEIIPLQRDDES
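Measured: the HTRF emission ratio (665/620 nm) plus the 620 nm donor channel, each fitted to the Hill equation to give AC50. Cells were CHO-M1 given compounds up to 46 uM and a 30 min carbachol stimulation at 37C.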
ALOX12 inhib = inhibitors of human 12-lipoxygenase (ALOX12) | Potency, µM (titrated, usually from 57.1 µM), for inactives: at the top dose activity change, negative = inhibition, actives largely listed as inhibitors | purified 12-hLO, xylenol orange hydroperoxide absorbance | hit rate 0.12% among 150,000; note: potency is the fitted concentration of half-maximal effect; nearly all actives have a fitted effect of over 55% in size; many of its hits are not listed in these tables
Target sequence (P18054 whole entry, looked up): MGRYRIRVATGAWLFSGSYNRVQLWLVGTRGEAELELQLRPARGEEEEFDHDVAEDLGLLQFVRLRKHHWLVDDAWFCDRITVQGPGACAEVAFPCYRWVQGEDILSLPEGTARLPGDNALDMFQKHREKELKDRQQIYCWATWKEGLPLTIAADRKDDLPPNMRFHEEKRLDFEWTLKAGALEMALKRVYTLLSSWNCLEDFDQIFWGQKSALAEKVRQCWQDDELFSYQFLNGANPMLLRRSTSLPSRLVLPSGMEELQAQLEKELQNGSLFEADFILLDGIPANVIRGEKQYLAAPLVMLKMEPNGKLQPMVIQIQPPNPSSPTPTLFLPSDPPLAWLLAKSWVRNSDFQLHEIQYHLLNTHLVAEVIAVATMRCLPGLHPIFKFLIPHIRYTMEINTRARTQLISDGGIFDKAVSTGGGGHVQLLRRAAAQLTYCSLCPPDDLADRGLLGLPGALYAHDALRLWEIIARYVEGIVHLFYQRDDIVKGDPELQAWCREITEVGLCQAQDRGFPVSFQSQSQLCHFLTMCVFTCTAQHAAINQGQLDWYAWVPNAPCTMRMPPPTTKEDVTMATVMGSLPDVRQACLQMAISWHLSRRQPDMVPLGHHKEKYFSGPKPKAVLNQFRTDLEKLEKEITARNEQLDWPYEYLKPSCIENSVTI
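Hydroperoxide output read as Fe(III)-xylenol orange absorbance, 573-to-405 nm ratio, after 30 min reaction with 40 uM arachidonic acid. Enzyme: 150 nM purified human 12hLO, 15 min compound preincubation; 25 mM Hepes pH 7.0, room temperature.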
15-hLO-2 inh = blocks human 15-lipoxygenase 2 activity; purified 15hLO-2, xylenol orange hydroperoxide absorbance; Potency, µM (titrated, usually from 57.1 µM), for the others: top-dose activity change, negative = inhibition, most hits filed as inhibitors; hit rate 0.56% among 110,000; note: potency is the fitted concentration of half-maximal effect; nearly all actives have a fitted effect of over 60% in size; many of its hits are not listed in these tables
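Purified human 15hLO-2 (50 nM) preincubated 15 min with compound, then 45 uM arachidonic acid for 90 min at RT in 25 mM Hepes pH 7.5, 0.01% Triton X-100. Hydroperoxide detected by Fe-xylenol orange; 573/405 nm absorbance ratio.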
* hit, by the source's call; u = inconclusive; x = no result given; [ ] = remark or other dose. Unless noted, calls come from the whole dose curve; as a rule, active = well fitted curve in the direction sought with a large enough effect; inconclusive = small, poorly fitted or top-dose-only effect, or another doubt; inactive = no such curve, though single readings can be large; an effect the other way counts as inactive or inconclusive. Unless noted, % is set by controls: 0 for no effect and ±100 for the full control effect. The list is partial. The share of hits here may be higher or lower than overall.

Molecule	PNC inhibitor	IMPase inh	ALOX12 inhib	15-hLO-2 inh
CCCSc1nc2c(cnn2-c2ccc(F)cc2)c(=O)[nH]1	-17	2	-1%	0%
COc1ccc(-n2ncc3c(NCC4CCCO4)ncnc32)cc1 (stereo not given)	u	0	1%	-1%
O=C(CN1CCOCC1)Nc1cc(Cl)ccc1Cl	-15	5	1%	1%
Cc1cccc(-n2c(CNC(=O)c3ccc(S(=O)(=O)N4CCCC4)cc3)n[nH]c2=S)c1	u	6	2%	-5%
Cc1cc(C)nc(SCC(=O)N2CCC(C(N)=O)CC2)n1	u	-5	8%	0%
CCOc1ccccc1N1CC(C(=O)Nc2ccccc2N2CCOCC2)CC1=O (stereo not given)	6	0	-3%	-5%
Nc1sc2c(c1C(=O)NC1CCS(=O)(=O)C1)CCCC2 (stereo not given)	u	16	-8%	-30%
CC(C)N(Cc1nc(-c2ccccc2)no1)S(=O)(=O)c1ccccc1	u	6	-4%	-26%
CCC(C(=O)NNC(=O)c1cnccn1)c1ccccc1 (stereo not given)	-3	x	1%	x
C=CCc1c(C)nc(C)nc1N/N=C/c1ccc([N+](=O)[O-])cc1	48	0	-2%	-1%
O=c1cc(Nc2ccc3c(c2)OCCO3)[nH]c(=O)n1-c1ccc(Cl)cc1	-8	-3	-5%	-5%
CCCN1CC=C2C(C#N)=C(N)C(C#N)(C#N)C(c3cc(OC)ccc3OC)C2C1 (stereo not given)	12	1	-23%	-6%
O=C(Nc1cccc2ncccc12)c1ccc(F)cc1	76	x	2%	x
CCNc1nc(NCC)nc(C(=O)Nc2ccccc2)n1	50	6	13%	24%
C/C=C(\C)CN1CCN(c2cccc(C)c2C)CC1	30	10	2%	67%[activator]

Overlap with the part before: three entries, followed by the next part.
Molecule	PNC inhibitor	IMPase inh	ALOX12 inhib	15-hLO-2 inh
O=C(Nc1cccc2ncccc12)c1ccc(F)cc1	76	x	2%	x
CCNc1nc(NCC)nc(C(=O)Nc2ccccc2)n1	50	6	13%	24%
C/C=C(\C)CN1CCN(c2cccc(C)c2C)CC1	30	10	2%	67%[activator]
Cn1cc(C(c2ccccn2)c2cn(C)c3ccccc23)c2ccccc21	-17	10	1%	16%
O=C(CSc1n[nH]c(-c2ccco2)n1)Nc1sc2c(c1C(=O)Nc1ccccc1)CCCC2	9	9	-2%	-4%
CCC(C)N(C(=O)Cn1nnc2ccccc21)C(C(=O)NCc1ccco1)c1cccc(OC)c1 (stereo not given)	u	7	-1%	0%
CC(=O)Nc1ccc(C(=O)OCC(=O)Nc2ccc([N+](=O)[O-])cc2C(F)(F)F)cc1	-9	x	1%	x
CCOc1ccc(C(=O)Nc2c3c(nn2-c2ccc(C)cc2)CS(=O)C3)cc1OCC (stereo not given)	19	-15	-2%	-3%
O=C(COC(=O)c1ccc2c(c1Cl)C(=O)c1ccccc1C2=O)NC1CCCCC1	19	x	1%	x
CCn1c(=O)c2c(nc(SCC(=O)NCC3CCCO3)n2C)n(C)c1=O (stereo not given)	18	-13	-3%	-2%
Cc1cc(Cl)c(OCCN2C(=O)NC(C)(C)C2=O)c(Br)c1	-5	4	-1%	6%
CCCCCCCn1c(=N)n(CC(=O)c2ccco2)c2ccccc21	-27	5	-10%	32%[activator]
O=C1CC(N2CCN(c3ccccc3Cl)CC2)C(=O)N1c1ccc(F)cc1 (stereo not given)	u	-5	-6%	-6%
COc1ccc(C2C=C(c3ccc(C)cc3)Nc3ncnn32)cc1 (stereo not given)	3	-7	-18%	6%
CCn1nnnc1SCC(=O)N1c2ccccc2CCc2ccccc21	u	0	0%	-4%
CCOC(=O)Cn1c(CN2CCOCC2)nc2c1c(=O)[nH]c(=O)n2C	u	-3	7%	x
CS(=O)(=O)N1CCN(c2ccccc2NC(=O)CSc2nnc(-c3ccco3)o2)CC1	17	x	3%	x
COc1cc(/C=N/NC(=O)c2ccccn2)cc2c1OCO2	u	-1	2%	x
CCc1ccc2[nH]c(=O)c(C(c3nnnn3Cc3ccccc3)N3CCOCC3)cc2c1 (stereo not given)	29	11	-3%	7%
CCn1ncc2c(OCc3ccc(C#N)cc3)cc(C)nc21	-7	15	-3%	7%
COc1ccc(C(=O)Nc2ccccc2Cc2ccccc2)c(OC)c1	u	5	-4%	x
Cc1csc(SCC(=O)Nc2cccc(S(=O)(=O)N3CCCC3)c2)n1	-23	-1	-2%	-5%
COc1ccc(S(=O)(=O)N2CCC(C(=O)Nc3cccc(C(C)=O)c3)CC2)cc1C	u	-8	-7%	1%
CC1(C)C(=O)CC[C@@]2(C)C1CC(O)[C@@]1(C)C3=CC(=O)OC(c4ccoc4)[C@]3(C)CCC21 (stereo not given in full)	x	x	1%	0%
CCOc1ccccc1OCCCC(=O)Nc1sccc1C(N)=O	u	-2	4%	x
CCCCC(=O)Nc1ccc(C(=O)Nc2ccc(OC)cc2[N+](=O)[O-])cc1	-12	-2	1%	x
Cc1cccc2cc(CN(CC3CCCO3)S(=O)(=O)c3ccccc3)c3nnnn3c12 (stereo not given)	-21	3	1%	-1%
COc1cccc(C2C(C(=O)c3sc(C)nc3C)=C(O)C(=O)N2CCN(C)C)c1OC (stereo not given)	23	8	-2%	-8%
CCOC(=O)Cn1nc(-c2ccccc2)ccc1=O	-11	5	-6%	-7%
O=C1C2CC=CCC2C(=O)N1c1ccc(NCCc2ccccc2F)c([N+](=O)[O-])c1 (stereo not given)	14	x	3%	x
O=C(O)C1CCCCC1C(=O)NC1CCCCC1 (stereo not given)	-27	0	-2%	0%
Cn1c(NC(=O)c2ccc(F)c(F)c2)cc(=O)n(C)c1=O	9	-1	1%	-1%
CCOC(=O)C1CCN(S(=O)(=O)c2c(C)[nH]c(=O)[nH]c2=O)CC1	-27	8	3%	4%
O=C(CSc1nc2ccccc2[nH]1)N/N=C/C=C\c1ccccc1[N+](=O)[O-]	-5	x	-5%	x
CN1CCN(C(=O)CSc2ccc(C(F)(F)F)cc2[N+](=O)[O-])CC1	u	x	2%	x
O=C(NCCc1c[nH]c2ccccc12)C(=O)NCC1OCCN1S(=O)(=O)c1ccc(Cl)cc1 (stereo not given)	46	x	-11%	x
CC(C)(C)SCCNC(=O)c1ccc(Cl)c([N+](=O)[O-])c1	57	x	-1%	x
CC(=O)NC(Cc1ccc(C)cc1)C(=O)NC1CCN(c2ncccc2[N+](=O)[O-])CC1 (stereo not given)	-12	1	-3%	x
CCn1c(=O)cc(SCC(=O)N(C)Cc2ccccc2)c2ccccc21	24	-2	-7%	6%
COc1cc(/C=C/C(=O)OCC(=O)NC(=O)NC(C)(C)C)ccc1OCC#N	-19	x	-3%	x
COC(=O)c1ccc(C(c2c(N)n(CC(C)C)c(=O)[nH]c2=O)N2CCN(c3ccccc3)CC2)cc1 (stereo not given)	22	2	-4%	-10%
O=C(NCCCN1CCc2ccccc2C1)C1CCN(S(=O)(=O)N2CCCC2)CC1	-5	6	1%	-3%
O=C(Nc1ccsc1C(=O)NC1CCCCC1)c1ccc(F)cc1	-29	-11	1%	x
Cc1cc(C)c2c(-n3cccc3)c(NC(=O)OCc3ccccc3)sc2n1	23	5	1%	15%
COc1ccccc1CNC(=O)c1cc2c(s1)CS(=O)(=O)C2	-10	7	-7%	-3%
CCOC(=O)CN1CC23C=CC(O2)C(C(=O)Nc2ccc(F)cc2)C3C1=O (stereo not given)	8	-5	-1%	0%
Cc1ccc(SCc2ccc(C(=O)NCc3ccncc3)cc2)cc1	52	1	0%	14%
CC1CN=C(N(C(=O)Nc2ccccc2)C(C)C)S1 (stereo not given)	263	-2	6%	x

As a short view, some entries already given:
Molecule	PNC inhibitor	IMPase inh	ALOX12 inhib	15-hLO-2 inh
CCOC(=O)CN1CC23C=CC(O2)C(C(=O)Nc2ccc(F)cc2)C3C1=O (stereo not given)	8	-5	-1%	0%
Cc1ccc(SCc2ccc(C(=O)NCc3ccncc3)cc2)cc1	52	1	0%	14%

Following part.
Molecule	PNC inhibitor	IMPase inh	ALOX12 inhib	15-hLO-2 inh
O=C(CSCC(=O)NC1CC1)Nc1ccccc1	u	-10	5%	-5%
O=C(N/N=C/c1ccc(-c2cccc(C(F)(F)F)c2)o1)c1cccc(F)c1	-7	-2	-6%	13%
O=C(NCCc1ccncc1)c1ccccc1F	37	6	0%	-3%
Cc1ccc(C(=O)CSc2nnc(COc3cccc4cccnc34)o2)cc1	u	11	-6%	15%
Cc1nc(C)c2c(c1C(F)(F)F)-c1ccccc1C2(F)F	u	7	0%	-2%
Cc1nc2ccc(S(=O)(=O)NCC(=O)O)cc2s1	-6	5	0%	8%
COc1ccc(CCNC2CC(=O)N(CCc3ccccc3)C2=O)cc1 (stereo not given)	-1	2	-2%	-4%
Cc1cc(-c2c(C)[nH]n(-c3ccccc3)c2=O)n(-c2ccccc2)n1	30	6	-10%	-8%
NC(=S)NNC(=O)Nc1cccc(Cl)c1	u	x	2%	x
CCOC(=O)C(NCc1ccccc1)(NC(=O)c1ccccc1)C(F)(F)F (stereo not given)	-13	7	2%	0%
COc1ccc(-c2nnc(NC(=O)CSc3ccc(Cl)cc3)s2)cc1OC	-24	x	-3%	x
COc1ccc(OC)c(C(c2nnnn2CC2CCCO2)N2CCN(C3CCCC3)CC2)c1 (stereo not given)	-4	2	1%	7%
COc1ccc(S(=O)(=O)n2ccc(C)n2)cc1C	-19	-2	-4%	-3%
CCCCN(C(=O)CSc1nnc(-c2ccc(OC)cc2)n1C(C)C)c1c(N)n(Cc2ccccc2)c(=O)[nH]c1=O	3	x	-1%	x
COc1cc(CNc2ccc(CNc3ncn[nH]3)cc2)ccc1OCc1ccccc1	-5	1	-6%	x
Nc1nc(SCC(=O)Nc2ccccc2Sc2ccc(Cl)cc2)n[nH]1	-3	3	-5%	25%
COC(=O)C1=C2SC(C)C(=O)N2C(N)=C(C#N)C1c1cc(OC)c(OC)c(OC)c1 (stereo not given)	-5	13	-15%	u
COC(=O)COc1ccccc1/C=C1/NC(=O)NC1=O	-21	x	0%	x
CC(=O)N1CCN(CC(=O)Nc2ccc(SC(F)F)cc2)CC1	u	-1	-3%	x
CCc1nnc(NC(=O)CSc2nnc(-c3ccoc3C)n2-c2cccc(C)c2)s1	-96*	-8	-16%	5%
COC(=O)c1cc2c(cc1NC(=O)CSCCc1ccccn1)OCO2	u	9	-8%	4%
Nc1nc2ccc(C(=O)Nc3ccccc3)cc2s1	u	4	-3%	-6%
Cc1ccc(S(=O)(=O)NC(=O)NCc2ccc(Cl)cc2)cc1	-11	-2	4%	-1%
CCCC(c1nnnn1C1CCCC1)N1CCN(C(=O)c2ccco2)CC1 (stereo not given)	-21	8	-3%	-11%
CCOC(=O)C1CCN(c2ncnc3c2cnn3-c2ccccc2)CC1	13	2	-1%	4%
